L3MBTL1 block: L3MBTL1 (human) inhibition; Q9Y468; AlphaScreen L3MBTL1–H3K9me1 peptide binding; Potency, µM (series often up to 57.1 µM), for inactives: at the top dose activity, negative = inhibition, usual class: inhibitors; 230,000 tested, 0.66% active; AID 485360; further: on the % scale 0 is the no-effect control and ±100 the full control effect; nearly all actives have a fitted effect of over 60% in size
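First, the protein-peptide complex forms for 30 min at room temperature (L3MBTL1 50 nM, biotinylated H3K9me1 peptide 75 nM). Next, compounds are pin-transferred and incubated 30 min. Finally, AlphaScreen beads are added and read after 30 min.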
Tau ThT inhib: blocks human tau fibril formation measured by thioflavin T; recombinant tau K18 P301L (four-repeat tau fragment), heparin-induced fibrillization, ThT fluorescence; Potency, µM (doses to about 57.4 µM), for inactives: at the top dose activity, negative = inhibition, most hits filed as inhibitors; 270,000 tested, 2.1% active; further: on the % scale 0 is the no-effect control and ±100 the full control effect; nearly all actives have a fitted effect of over 55% in size
Target sequence (P10636 561-689 P618L limits assumed): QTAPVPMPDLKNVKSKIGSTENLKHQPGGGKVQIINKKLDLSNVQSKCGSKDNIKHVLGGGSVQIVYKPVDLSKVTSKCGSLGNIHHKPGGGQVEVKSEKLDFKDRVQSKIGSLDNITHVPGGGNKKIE
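K18 P301L tau (15 uM + 0.24 uM Alexa 594-tagged), heparin 20 uM, NaOAc pH 7, 6 h 37 C; ThT 30 uM, 1 h RT, ex 450/em 510 nm.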
SMN2 splice enh: enhancers of SMN2 splice variant expression; HEK293 SMN2-luciferase splicing reporter, luminescence, 30-36 h; Potency, µM (doses to about 46.1 µM), without a hit: at the highest dose activity change, positive = activation, hits mostly activators; 210,000 tested, 2.8% active; AID 1458; further: % of control where 0% means no effect; nearly all actives have a fitted effect of over 55% in size
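HEK293 cells carry an SMN2 […]–luciferase reporter in which exon 7 inclusion puts luciferase in frame. Cells were plated 10-12 h before compound addition, then incubated 30-36 h at 37C. ONE-Glo luminescence was read; sodium butyrate at 4.5 mM final served as control.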
KDM4E inh: JMJD2E (human) inhibition; B2RXH2; JMJD2E catalytic domain, FDH-coupled NADH fluorescence (FDH is formaldehyde dehydrogenase); Potency, µM (titrated, usually from 57.1 µM), inactives show top-dose activity change, negative = inhibition, usual class: inhibitors; 230,000 tested, 1.6% active; AID 2147; active means well fitted inhibition curve with a large enough effect, not every such curve was filed as active; inconclusive means small, poorly fitted or top-dose-only effect, or another doubt; inactive means no such curve, though single readings can be large or run the other way;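 further: 0% = wells with enzyme and -100% = buffer wells without enzyme; nearly all actives have a fitted effect of over 50% in size; many of its hits are not listed in these tables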
Target sequence (B2RXH2 1-337 limits assumed): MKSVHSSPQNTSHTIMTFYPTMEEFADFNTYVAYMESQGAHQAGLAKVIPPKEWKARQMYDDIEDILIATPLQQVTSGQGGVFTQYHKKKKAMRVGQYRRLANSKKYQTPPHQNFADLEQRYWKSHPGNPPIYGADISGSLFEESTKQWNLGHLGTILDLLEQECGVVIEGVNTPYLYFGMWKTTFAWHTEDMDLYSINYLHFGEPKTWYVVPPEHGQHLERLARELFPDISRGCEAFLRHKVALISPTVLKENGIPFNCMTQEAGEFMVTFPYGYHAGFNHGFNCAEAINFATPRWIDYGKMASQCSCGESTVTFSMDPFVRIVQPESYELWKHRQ
LMNA splice mod: modulators of lamin A splicing; 200,000 tested, 0.01% active; Potency, µM (doses to about 46.1 µM), inactives show at the highest dose ratio change, negative = inhibition, usual class: inhibitors; HeLa LMNA splicing GFP/RFP minigene ratio, 48 h; active means well fitted inhibition curve with a large enough effect in the signal ratio, with a control signal flat, not every such curve was filed as active; inconclusive means small, poorly fitted or top-dose-only effect, or effect the other way, or a change in a side signal; the % refers to the signal ratio; further: on the % scale 0 is the no-effect control and ±100 the full control effect
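S3 HeLa stable clones carrying a lamin A-EGFP splicing minigene plus DsRed2 were seeded at 600 cells/well in Opti-MEM with 2% FBS, pin-dosed and incubated 48 h at 37°C. Acumen cytometry (488 nm) gave the GFP/RFP total-intensity ratio.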
RECQ1 inh: inhibitors of human RECQ1 DNA helicase | P46063 | RECQ1 DNA unwinding, red fluorescence kinetic read | Potency, µM (titrated, usually from 57.3 µM), for the others: at the highest dose activity, negative = inhibition, hits mostly inhibitors | 240,000 tested, 0.54% active | AID 2549;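 further: plate controls were vehicle for no effect and no enzyme for full effect; nearly all actives have a fitted effect of over 30% in size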
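RECQ1T1 50 nM; forked duplex (20 bp + 30-nt ss tails) 200 nM, ATP 2 mM final; pH 8.0, 2 mM MgCl2, 2.5 ug/ml poly(dI-dC); 15 min compound preincubation; discontinuous kinetic read over 2 h at RT.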
ALDH1A1 block: blocks purified human ALDH1A1 activity; Purified ALDH1A1, NADH fluorescence, propionaldehyde substrate; AID 1030; P00352; 220,000 tested, 7.3% active; Potency, µM (doses to about 75.3 µM), for inactives: at the top dose activity, negative = inhibition, hits mostly inhibitors; active means well fitted inhibition curve with a large enough effect, not every such curve was filed as active; inconclusive means small, poorly fitted or top-dose-only effect, or another doubt; inactive means no such curve, though single readings can be large or run the other way;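 further: plate controls were no enzyme wells and a reference inhibitor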
Target sequence (P00352 whole entry, looked up): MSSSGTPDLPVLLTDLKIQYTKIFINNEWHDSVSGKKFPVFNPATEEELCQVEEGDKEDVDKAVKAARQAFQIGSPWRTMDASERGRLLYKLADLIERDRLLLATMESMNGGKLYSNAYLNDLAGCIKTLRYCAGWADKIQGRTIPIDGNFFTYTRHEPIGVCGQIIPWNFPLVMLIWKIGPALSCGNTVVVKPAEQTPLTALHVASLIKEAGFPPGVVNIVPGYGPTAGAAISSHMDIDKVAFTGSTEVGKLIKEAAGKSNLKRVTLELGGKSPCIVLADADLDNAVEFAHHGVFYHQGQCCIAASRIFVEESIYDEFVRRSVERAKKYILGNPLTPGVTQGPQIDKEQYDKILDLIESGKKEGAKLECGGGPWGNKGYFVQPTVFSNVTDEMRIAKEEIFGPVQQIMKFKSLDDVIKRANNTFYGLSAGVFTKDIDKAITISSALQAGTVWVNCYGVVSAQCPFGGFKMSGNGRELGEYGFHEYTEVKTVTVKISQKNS
Luc counter: counter-screen: inhibitors of Kinase-Glo firefly luciferase. Q27757. Kinase-Glo luciferase, ATP luminescence, 8 min. Potency, µM (top dose mostly 38.3 µM), for inactives: at the highest dose activity change, negative = inhibition, usual class: inhibitors. 200,000 tested, 0.28% active. AID 1379; further: on the % scale 0 is the no-effect control and ±100 the full control effect; nearly all actives have a fitted effect of over 60% in size
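Inhibition of Kinase-Glo luciferase light generation was assessed at 10 uM ATP in pH 7.2 imidazole buffer, with luminescence measured after eight minutes at ambient temperature.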
* = called active by the depositor; i = inactive; u = inconclusive; x = not tested or not shown; & = joins results of further samples; [ ] = dose if it differs, or a comment. Unless noted, the call rests on the fitted dose curve; in most records, active means well fitted curve in the direction sought with a large enough effect; inconclusive means small, poorly fitted or top-dose-only effect, or another doubt; inactive means no such curve, though single readings can be large; an effect the other way counts as inactive or inconclusive. Potency means the concentration at half of the fitted maximal effect.

SMILES | L3MBTL1 block | Tau ThT inhib | SMN2 splice enh | KDM4E inh | LMNA splice mod | RECQ1 inh | ALDH1A1 block | Luc counter
Cc1nn(C)c(Oc2cccc(Cl)c2)c1C(=O)O | 0% | -8% | 2% | -1% | -7% | 10% | -1% | 2%
O=C(CC1SC(=Nc2cccc3ccccc23)N(Cc2ccccn2)C1=O)Nc1ccccc1Br (configuration not stated) | -1% | 2% | -13% | -15% | u | i | -7% | 0%
O=S(=O)(NC(=S)NC1CCCCC1)c1ccc(Cl)cc1 | 0% | -15% | x | -8% | x | -5% | 25µM* | 8%
COc1ccc(C2COC(=O)C2=N)c(NC(=O)c2ccccc2)c1 (configuration not stated) | -3% | -8% | 10% | -2% | -10% | -5% | -11% | -1%
COc1ccc(OC)c(NC(=O)CSc2nnc(Cn3nnc4ccccc43)n2C)c1 | 2% | -7% | -7% | -1% | 8% | -2% | 2% | -7%
COc1cnc(-c2ccccn2)nc1Sc1cccc(Cl)c1 | -17% | u | -25% | 4% | 6% | i | u | 1%
CCc1nccn1S(=O)(=O)c1cccc([N+](=O)[O-])c1 | 8% | 2% | -6%[1.84 µM] | 3% | -9% | 3% | 9% | -2%
O=C(CSc1n[nH]c(-c2ccccc2)n1)Nc1ncccn1 | -2% | -1% | 20% | 2% | 8%[46 µM] | i | 1% | -1%
Cc1occc1C(=O)Nc1cccc(C(=O)O)c1 | x | -5% | u | 1% | -5% | -2% | -3% | 12%
CCCCCCN(C(=O)CCCCCN1C(=O)NC(c2ccc(-c3ccccc3)cc2)C(C(=O)OCc2ccccc2)=C1C)C(C(=O)NCCCC)c1ccc(OCC(=O)O)c(C(=O)O)c1 (configuration not stated) | x | u | 1% | u | x | -15% | -13% | -3%
CCOC(=O)c1nnn(CC(=O)NC(=O)Nc2ccc(F)cc2)c1C(=O)OCC | x | -4%&-1% | -13%&33% | 16% | x | -5% | 11% | -1%
COc1cccc(-c2cc(C(=O)N3CCCc4ccccc43)no2)c1 | 10% | u | u | 8% | -6% | i | u | -3%
O=C(Nc1ccccc1F)Nc1cc(S(=O)(=O)N2CCOCC2)ccc1N1CCCC1 | x | -6% | -2% | -7% | u | i | u | 0%
CN(C)CCNC(=O)/C(=C/c1ccc(-c2ccc(Cl)cc2Cl)o1)NC(=O)c1ccccc1 | -7% | u | 10% | -5% | u | i | u | -3%
Cc1cc(C#N)c(C)n1-c1cc(S(=O)(=O)N2CCOCC2)ccc1N1CCCC1 | x | -5% | -5% | 0% | 19% | i | 4.5µM* | 2%
CCCc1ccc(-c2c(C)sc(N)c2C#N)cc1 | x | u | -1% | -16% | -2% | -31% | 20µM* | 0%
O=C(NCCCN1CCOCC1)c1ccc(Sc2cccc(Cl)c2)c([N+](=O)[O-])c1 | -5% | -9% | -16%[1.84 µM] | -2% | u | -4% | 12% | -1%
COC(=O)NCCOc1nc(N(C)C)nc(N(C)C)n1 | 3% | -2% | -11% | 10% | 6% | i | -2% | -3%
COCCNc1nnnc2c1sc1nc(N3CCOCC3)c3c(c12)CC(C)(C)OC3 | x | -7% | -1% | -23% | -6%[9.22 µM] | i | u | -1%
O=C(O)c1ccc2c(=O)n(-c3ccc(F)c(Cl)c3)c(=S)[nH]c2c1 | 10% | 0% | x | u | x | i | -13% | x
OCCC1CN(Cc2cccn2-c2ncccn2)CCN1Cc1ccc(F)cc1 (configuration not stated) | -2% | -6% | x | 0% | x | 8% | x | x
Cc1cc(/C=N/NC(=O)c2cccs2)c(C)n1-c1ccccc1 | x | u | u | u | u | -9% | -11% | -3%
CN1CCc2cccc3c2[C@H]1Cc1ccc(O)c(O)c1-3 | u | 18µM* | -9%&-59% | u | u | u | u | -1%&-8%
CC(=O)Nc1ccc(S(=O)(=O)NCC(=O)OCC(=O)NC23CC4CC(CC(C4)C2)C3)cc1 | 3% | 1% | -13% | -3% | -10% | 0% | -5% | 1%
COc1cccc(CCc2nnc(CCC(=O)NC(C)c3c(C)nn(C)c3C)o2)c1 (configuration not stated) | 3% | -12% | x | 5% | x | i | 12% | 1%
Cc1nsc(Nc2ccc([N+](=O)[O-])cc2)c1C#N | -5% | -20% | x | -12% | u | i | u | -5%
CC12c3ccccc3C(c3ccccc31)C1C(=O)N(c3ccncc3)C(=O)C12 (configuration not stated) | -4% | -3% | -14% | -3% | -7%[46 µM] | i | 6% | 1%
COC(=O)c1[nH]c2cc(OC)ccc2c1NC(=O)CCN1CCSCC1 | 1% | -5% | 3% | u | 8% | -5% | 0% | 0%
CCn1cc(C(=O)N2CCN(C3CCCCC3)CC2)c2cc(OC)c(OC)cc2c1=O | 7%[11.4 µM] | -10% | -5% | u | 10% | -2% | -14% | -2%
CN(c1ncc(C(F)(F)F)cc1Cl)N1C(=O)C2ONC3(C(=O)CC(C)(C)CC3=O)C2C1=O (configuration not stated) | x | -4% | 18% | -5% | x | -8% | -10% | 1%
CCn1c(COc2ccccc2)nnc1SCC(=O)CC(=O)Nc1ccccc1OC | -25% | u | -25% | -12% | 5% | -19% | 0% | -2%
CCO[C@H]1OC(C(=O)N2CCN(Cc3ccc4c(c3)OCO4)CC2)=C[C@@H](C)[C@@H]1CCCO | 3% | 2% | x | 2% | x | -5% | 0% | x
Cn1c(SCCCC(=O)c2ccc(F)cc2)nnc1-c1ccncc1 | 6% | -9% | -24% | 2% | -1% | i | 10% | -3%
CCOC(=O)c1c(NC(=O)CSc2nnc(CNC(=O)c3ccco3)n2C)sc2c1CCC2 | -14% | -15% | -6% | -4% | -2% | -7% | u | -5%
COc1ccc(CNC(=O)/C=C/c2ccc(S(=O)(=O)NCc3ccco3)cc2)cc1OC | -7% | -8% | -5%[1.84 µM] | 10% | u | -1% | 45%[activator] | -5%
O=C(Cc1ccc(Cl)cc1)N/N=C1\CCCc2ccccc21 | 8% | -3% | -21% | 7% | 9% | i | 1% | -2%
CCCOC(=O)Cc1n[nH]c(=O)[nH]c1=O | 8% | -3% | -2% | 2% | -6% | -2% | 5% | -2%
COc1cc2cc(C(=O)O)n(C)c2c(OC)c1OC | 0% | -10% | -3% | u | 1% | 16% | u | -5%
C/C(=N\NS(=O)(=O)c1cccc([N+](=O)[O-])c1)c1cc2ccccc2o1 | x | u | 3% | -6% | -1% | 1% | u | -2%
COc1ccc(-c2cc(C(=O)N3CC4(C)CC3CC(C)(C)C4)no2)cc1 (configuration not stated) | x | -15% | -15% | 6% | 4% | -6% | -15% | 0%

Given with values under each structure: 2 of the compounds above
Second line of a record – L3MBTL1 block | Tau ThT inhib | SMN2 splice enh | KDM4E inh | LMNA splice mod | RECQ1 inh | ALDH1A1 block | Luc counter
Cn1c(SCCCC(=O)c2ccc(F)cc2)nnc1-c1ccncc1
  6% | -9% | -24% | 2% | -1% | i | 10% | -3%
CCOC(=O)c1c(NC(=O)CSc2nnc(CNC(=O)c3ccco3)n2C)sc2c1CCC2
  -14% | -15% | -6% | -4% | -2% | -7% | u | -5%

New compounds follow:
SMILES | L3MBTL1 block | Tau ThT inhib | SMN2 splice enh | KDM4E inh | LMNA splice mod | RECQ1 inh | ALDH1A1 block | Luc counter
CN(C)S(=O)(=O)c1cccc(C(=O)OCC(=O)c2ccc3c(c2)NC(=O)CO3)c1 | 3% | 2% | 24% | -2% | -5% | 9% | 22µM* | 2%
C=CCOc1ccc2ccccc2c1/C=N/O | x | -20% | -4% | -8% | 5% | i | -2% | 0%
CCn1cc([N+](=O)[O-])c(C(=O)Nc2c(C)nn(Cc3c(F)c(F)c(F)c(F)c3F)c2C)n1 | x | -2% | -1% | 4% | 4% | i | 20% | 2%
O=C(CSc1ncnc2sc3c(c12)CCCC3)N1CCC(c2noc3ccc(F)cc23)CC1 | 0% | -3% | -50%[inhibitor] | -6% | u | -14% | u | 3%
CCOC(=O)c1cccc(NC(=O)CSc2nnc(-c3cccnc3)n2CC)c1 | -4% | -6% | -26% | -4% | -5% | 5% | u | 1%
CCn1c(Cc2ccccc2)nnc1SCC(=O)Nc1ccc2c(c1)OCCO2 | 0% | -2% | 4% | -2% | -14% | -10% | u | 1%
Nc1ccc(C(=O)OCC(=O)N2CCc3ccccc3C2)cc1[N+](=O)[O-] | -5% | 6% | 9% | 2% | 8% | 13% | 5% | 4%
c1ccc(-c2nc3c4ccccc4ccn3c2CN2CCOCC2)cc1 | -16% | 0% | x | u | x | 16% | x | x
Cc1nc2ccc(Cc3ccc4nc(C)[nH]c4c3)cc2[nH]1 | 2% | -5% | -8% | 10% | -10% | -3% | 5% | 2%
O=[N+]([O-])c1ccc(Nc2ccc(F)cc2)nc1 | -6% | -4% | -6% | 1% | -9% | 8% | 4% | -3%
CCn1ncc(CNC(=O)c2cccc([N+](=O)[O-])c2)c1C | 0% | 8% | -8% | 4% | -17% | -2% | 12% | 2%
Nc1ncnc2c1ncn2[C@@H]1O[C@H](C(=O)NC2CC2)[C@@H](O)[C@H]1O | x | 3% | 6% | x | x | 5% | 4% | x
Cc1cc(C(=O)N/N=C/c2ccco2)c2ccccc2n1 | 4% | 5% | 1% | 4% | -27% | -4% | 9% | 0%
Cc1c(Br)c(=O)[nH]c(=O)n1COCc1ccccc1 | 0% | -1% | -14% | 6% | 11% | -4% | u | -5%
COC(=O)c1[nH]c2cccc(C)c2c1NC(=O)CN1CCCc2ccccc21 | -7% | u | -12% | u | -6% | -6% | -2% | 4%
CC(=O)C1=C(c2cccc([N+](=O)[O-])c2)N(C(C)=O)n2c(C)nnc2S1 | x | 3.5µM* | -21% | 0% | x | -3% | u | 0%
CCOc1ccc(NC(=O)CN2C(=O)COc3ccc(Cl)cc32)cc1 | -5% | 15% | -1% | 5% | 8% | -5% | -1% | -3%
CCC1(C)Cc2c(sc3nc(SCC(=O)c4ccccc4)[nH]c(=O)c23)CO1 (configuration not stated) | 8% | -11% | x | -8% | x | -27% | x | x
COc1ccc2nc3oc(C(=O)N4CCC(C(N)=O)CC4)cc3cc2c1 | 3% | 2% | 23% | u | -10% | 11% | u | -2%

An excerpt; rates above refer to the full screens.
